Compound activity from PubChem.
Pin1 inh: human Pin1 inhibition. Q13526. Pin1 FP peptide displacement, HiFluor488, 10 min. Potency, µM (doses to about 115 µM), without a hit: at the highest dose activity, negative = inhibition, actives largely listed as inhibitors. 0.009% of 390,000 active; active means well fitted inhibition curve with a large enough effect in the polarisation, with a control signal flat, not every such curve was filed as active; inconclusive means small, poorly fitted or top-dose-only effect, or effect the other way, or a change in a side signal; inactive means no such curve, though single readings can be large or run the other way; the % refers to the polarisation; further: potency means the concentration at half of the fitted maximal effect; on the % scale 0 is the no-effect control and ±100 the full control effect
PI4K2A inh: PI4K2A (human) kinase inhibition. Q9BTU6. purified PI4K2A, ADP-Glo luminescence, 1 h; hits give low values. activity change, negative = inhibition, % at 76.9 µM. 0.13% of 420,000 active. AID 1346378; in the data active means activity change below about -50%; inconclusive means mostly about -30% to -49%;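 further: -100% = wells without enzyme as full effect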
Target sequence (Q9BTU6 whole entry, looked up): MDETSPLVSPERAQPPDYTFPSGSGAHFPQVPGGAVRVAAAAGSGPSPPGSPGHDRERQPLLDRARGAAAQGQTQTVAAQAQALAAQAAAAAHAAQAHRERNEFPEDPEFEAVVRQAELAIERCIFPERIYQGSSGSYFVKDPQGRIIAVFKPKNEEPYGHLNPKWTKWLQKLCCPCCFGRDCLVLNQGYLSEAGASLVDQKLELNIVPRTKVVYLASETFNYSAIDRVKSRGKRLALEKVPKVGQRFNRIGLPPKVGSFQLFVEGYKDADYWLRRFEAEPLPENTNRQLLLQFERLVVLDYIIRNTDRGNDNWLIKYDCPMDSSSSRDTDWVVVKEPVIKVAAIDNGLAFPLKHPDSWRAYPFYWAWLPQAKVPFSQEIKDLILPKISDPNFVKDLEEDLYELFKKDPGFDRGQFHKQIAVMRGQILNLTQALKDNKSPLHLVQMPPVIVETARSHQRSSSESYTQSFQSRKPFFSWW
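In this quantitative HTS, ADP production by PI4K2A was quantified luminescently after 1 h at ambient temperature; 100 microM adenosine served as plate-quality control.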
ERG Ets-DNA blk: ERG Ets/DNA interaction inhibition. Potency, µM (doses to about 76.9 µM), for the others: top-dose FP activity, negative = inhibition, most hits filed as inhibitors. fluorescence polarization, His-ERG Ets domain / labelled DNA. 0.028% of 370,000 active; active means well fitted inhibition curve with a large enough effect in the polarisation, with a control signal flat; inconclusive means small, poorly fitted or top-dose-only effect, or effect the other way, or a change in a side signal; inactive means no such curve, though single readings can be large or run the other way; the % refers to the polarisation;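 further: polarization taken with two DNA probes labelled with fluorescein and Texas red; potency means the concentration at half of the fitted maximal effect; % of control where 0% means no effect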
Target sequence (P11308 whole entry, looked up, the tested form may be a part): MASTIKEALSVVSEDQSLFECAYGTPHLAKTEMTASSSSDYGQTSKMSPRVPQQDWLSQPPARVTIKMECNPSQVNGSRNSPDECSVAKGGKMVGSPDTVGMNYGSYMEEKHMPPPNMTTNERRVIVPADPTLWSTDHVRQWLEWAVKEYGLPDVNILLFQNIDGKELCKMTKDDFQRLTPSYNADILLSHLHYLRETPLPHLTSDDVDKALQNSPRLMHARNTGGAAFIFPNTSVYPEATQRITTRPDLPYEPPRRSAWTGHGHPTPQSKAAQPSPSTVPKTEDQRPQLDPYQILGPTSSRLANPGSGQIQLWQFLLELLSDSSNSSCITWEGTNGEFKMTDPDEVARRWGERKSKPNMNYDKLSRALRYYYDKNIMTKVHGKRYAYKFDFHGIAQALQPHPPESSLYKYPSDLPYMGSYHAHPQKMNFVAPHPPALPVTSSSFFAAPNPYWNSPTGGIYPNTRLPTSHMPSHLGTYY
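His-tagged ERG Ets domain (1 uM in the protein solution; 300mM KCl, 50mM Tris-HCl, 1mM EDTA, 1mM DTT, pH 7.5) received compound, then a probe mix of 5 nM fluorescein-DNA and 100nM Texas-615-DNA. Fluorescence polarization was read for both dyes.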
BAZ2B inh: BAZ2B (human) inhibition | AlphaScreen BAZ2B-H3K14Ac peptide displacement | Q9UIF8 | Potency, µM (series often up to 114 µM), without a hit: at the highest dose activity change, negative = inhibition, most hits filed as inhibitors | AID 504333 | 4.4% of 360,000 active; further: potency means the concentration at half of the fitted maximal effect; on the % scale 0 is the no-effect control and ±100 the full control effect; nearly all actives have a fitted effect of over 60% in size
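Multi-concentration screen (max 110 uM) measuring displacement of acetylated histone H3 peptide from BAZ2B by AlphaScreen, using 50 nM protein, 50 nM peptide and 10 ug/mL streptavidin donor plus Ni-chelate acceptor beads.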
HP1b chromo inh: blocks HP1-beta chromodomain binding to methylated histone tails. 0.56% of 390,000 active. Potency, µM (highest dose often 114 µM), for inactives: at the highest dose activity change, negative = inhibition, usual class: inhibitors. AID 540317. P83916. AlphaScreen HP1-beta / biotin-H3K9me3 peptide binding; further: potency means the concentration at half of the fitted maximal effect; nearly all actives have a fitted effect of over 70% in size; inactives centre near 23
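Compound inhibition of the preformed complex between 50 nM HP1-beta and 50 nM biotinylated H3K9me3 peptide was read by AlphaScreen. Buffer was PBS pH 7.4 with 0.01% Tween-20. Incubations ran 30 min at room temperature, with 10 ug/mL donor/acceptor beads.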
Tb PGK inh: inhibitors of T. brucei phosphoglycerate kinase. 0.043% of 380,000 active. P07378. Potency, µM (doses to about 57.5 µM), for inactives: at the top dose activity change, negative = inhibition, usual class: inhibitors. PGK/GAPDH coupled, Kinase-Glo luminescence, 60 min; further: potency means the concentration at half of the fitted maximal effect; on the % scale 0 is the no-effect control and ±100 the full control effect; nearly all actives have a fitted effect of over 60% in size
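Recombinant glycosomal PGK reaction used 1,3-bisphosphoglycerate generated in-well by GAPDH (100nM final) in 100mM TEA pH 7.6, 5mM MgCl2, 0.01% Tween-20. After 60 minutes at room temperature, ATP was read by Kinase-Glo Plus luminescence end-point.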
G9a block: inhibitors of human histone lysine methyltransferase G9a; Q96KQ7; G9a H3K9 monomethylation, AlphaScreen, 2 h; Potency, µM (highest dose often 102 µM), without a hit: top-dose activity, negative = inhibition, most hits filed as inhibitors; 8.8% of 350,000 active; AID 504332; further: potency means the concentration at half of the fitted maximal effect; on the % scale 0 is the no-effect control and ±100 the full control effect; nearly all actives have a fitted effect of over 75% in size
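Readings reflect AlphaScreen signal from monomethyl-H3K9 antibody detection. HMT at 20 nM; substrate b-H3K9 500 nM; cofactor SAM 20 uM; 2 h RT reaction; compounds tested as titrations in qHTS with 15 min preincubation.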
JMJD2A Tudor inh: blocks the human JMJD2A Tudor domain; 4.4% of 390,000 active; AlphaScreen JMJD2A-Tudor / H3K4me3 peptide binding; AID 504339; Potency, µM (series often up to 114 µM), for inactives: at the top dose activity change, negative = inhibition, actives largely listed as inhibitors; further: potency means the concentration at half of the fitted maximal effect; on the % scale 0 is the no-effect control and ±100 the full control effect; nearly all actives have a fitted effect of over 50% in size
GLS inh: blocks human kidney-isoform glutaminase activity. Potency, µM (titrated, usually from 45.5 µM), without a hit: at the highest dose activity change, negative = inhibition, hits mostly inhibitors. GLS enzymatic activity, qHTS titration. AID 624170. 0.21% of 410,000 active. O94925; further: potency means the concentration at half of the fitted maximal effect; on the % scale 0 is the no-effect control and ±100 the full control effect
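Assay buffer: 45 mM KH2PO4 pH 8.2, 0.02% Tween-20. hKGA acts on L-glutamine (1 mM solution added); product glutamate is reported by an oxidase/peroxidase Amplex Red coupling, with fluorescence taken at baseline and 30 min.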
Numbers without * were called inactive; i = inactive; ? = inconclusive; / = not tested or not shown; & = joins results of further samples; [ ] = dose if it differs, or a comment. Unless noted, the call rests on the fitted dose curve; in most records, active means well fitted curve in the direction sought with a large enough effect; inconclusive means small, poorly fitted or top-dose-only effect, or another doubt; inactive means no such curve, though single readings can be large; an effect the other way counts as inactive or inconclusive.

Pin1 inh	PI4K2A inh	ERG Ets-DNA blk	BAZ2B inh	HP1b chromo inh	Compound	Tb PGK inh	G9a block	JMJD2A Tudor inh	GLS inh
-13%	-1	-3%	-6%	9%[57 µM]	COc1ccc(N2CCN(S(=O)(=O)CCNC(=O)COc3ccccc3F)CC2)cc1	-8%	?	-18%	9%
2%	6	-20%	0%	26%	CCCNC(=O)CN1C(=O)c2ccccc2Sc2ncccc21	-3%	10%	4%	-11%
1%	6	-20%	-19%	16%	CCN(Cc1ccncc1)C(=O)c1cc(Br)cc(Br)c1O	i	-42%	-1%	10%
2%	-3	-2%	-20%	19%	COc1ccc(/C=N/NC(=O)CNC(=O)c2ccc(S(=O)(=O)N3CCCC3)cc2)c(OC)c1	/	21%	-27%	-6%
-2%	-1	-7%	/	-4%	CCOC(=O)C1=C(c2ccccc2)NC(=O)NC1c1cccc(OC)c1OC (stereo unspecified)	i	/	-11%	-2%
0%	-4	4%	1%	56%[activator]	O=C(CCc1nc2ccccc2[nH]1)N1CCN(C(=O)c2ccco2)CC1	i	-47%	-8%	-3%
-9%	4	-6%	172%[activator]	226%	CCOC(=O)c1cnn(-c2nc(-c3ccccc3F)cs2)c1C(F)(F)F	8%	360%[activator]	150%[activator]	-2%
5%	8	-4%	13%	50%[activator]	COc1ccc(CNC(=O)CN2C(=O)CSc3ccc(S(=O)(=O)N(C)C)cc32)cc1	i	2%[59 µM]	-10%	-6%
28%	-2	0%	-8%	10%	COc1cc(NC(=O)Cn2c(=O)n(CC3CCC(C(=O)NCCc4ccccc4)CC3)c(=O)c3ccccc32)cc(OC)c1 (stereo unspecified)	-4%	-5%[59 µM]	-3%	0%
-3%	3	-7%	0%	15%	C=CCn1c(N2CCOCC2)nc2c1c(=O)[nH]c(=O)n2C	-5%	16%	-1%	-12%
14%	8	/	-23%	2%	Cc1ccc(S(=O)(=O)NC(CC(C)C)C(=O)Oc2ccc3c4c(c(=O)oc3c2)CCC4)cc1 (stereo unspecified)	-7%[11.5 µM]	-3%	-8%	6%
5%	-2	-1%	?	22%	Cc1ccc(/C=N/NC(=O)c2csc3c2CCCC3)cc1	-1%	-5%[59 µM]	-11%	13%
-12%	0	0%	9%	20%	CC(C)(C)NC(=O)C12CCC(C)(c3nc4ccccc4nc31)C2(C)C (stereo unspecified)	-1%	-5%[59 µM]	11%	-13%
-2%	8	4%	5%	27%	Cc1ccccc1NC(=O)CCN1CCN(C)CC1	-10%	18%[59 µM]	-6%	-10%
-3%	-19	0%	-32%	-6%	O=C(NCCc1c[nH]c2ccccc12)/C(=C\c1ccco1)NC(=O)c1ccco1	1%	-6%[59 µM]	-26%	22%
2%	-3	-1%	10%	27%	CCOC(=O)C(C)Sc1nnc(CSc2nc3nc(C)cc(C)n3n2)o1 (stereo unspecified)	i	-10%[59 µM]	-5%	-2%
3%	-2	-1%	8%	42%[activator]	Cc1cc(C)cc(-n2nnnc2SCC(=O)N2CCOCC2)c1	6%	1%[59 µM]	-3%	6%
3%	5	6%	?	172%[activator]	Cc1ccc2cc3c(NC(=O)C4CCCO4)nn(CC(C)C)c3nc2c1 (stereo unspecified)	-8%	10%[59 µM]	26%	-1%
-7%	-1	-1%	-12%	?	O=C(COC(=O)/C=C/c1ccc(Cl)cc1)NCCN1C(=O)CSC1=O	-8%	-26%	?	29%
-4%	2	1%	-3%	33%	CC(C)c1nc2sc3c(=O)[nH]cnc3c2c2c1CCCC2	-7%	/	-16%	1%
3%	-9	-2%	0%	15%	CCC(Oc1ccccc1)C(=O)Nc1ccccc1C(=O)N1CCN(C)CC1 (stereo unspecified)	-9%	?	-11%	3%
5%&-17%	2&2	3%&-1%	-11%&4%	54%&49%[activator]	CC(=O)NNc1ncnc2c1cnn2-c1ccccc1	-11%	1%	-10%&-11%	-5%&5%
-7%	0	8%	-1%	35%	Cc1coc2cc3oc(=O)c(CCC(=O)NCCN4CCOCC4)c(C)c3cc12	-4%	6%[12.7 µM]	-8%	-2%
-6%	-16	-3%	-18%	36%	Cc1ccccc1NC(=O)[C@H](CSCc1ccccc1)N1Cc2ccccc2C1=O	-1%	6%[59 µM]	-4%	-1%
0%	10	2%	-7%	63%[activator]	Cn1c(=O)c2c(ncn2CC(=O)OCC(=O)Nc2ccc(Cl)cc2)n(C)c1=O	0%	-21%[59 µM]	1%	-2%

(listing goes on)
Pin1 inh	PI4K2A inh	ERG Ets-DNA blk	BAZ2B inh	HP1b chromo inh	Compound	Tb PGK inh	G9a block	JMJD2A Tudor inh	GLS inh
-1%	-3	-5%	-7%	49%[activator]	CCCCc1nc2cc(C(=O)NCc3ccccn3)ccc2o1	4%	/	-8%	1%
2%	0	-3%	11%	13%	O=C(CNC(=O)C(c1ccccc1)c1ccccc1)N/N=C\c1ccc2c(c1)OCO2	0%	25%[59 µM]	-11%	12%
-2%	1	-1%	7%	18%	COc1cc(C(=O)Nc2cc(C)cc(C)c2)c(-n2cnnn2)cc1OC	-1%	42%[0.501 µM]	6%	-2%
-3%	-5	-2%	-4%	10%	CC(=O)N1CCCc2cc(S(=O)(=O)Nc3ccc4c(c3)OCO4)ccc21	-4%	50µM*	-21%	36%[activator]
-10%	-4	-2%	8%	24%	O=C(c1ccncc1)N1CCN(S(=O)(=O)c2cccc([N+](=O)[O-])c2)CC1	3%	15%	-13%	3%
-5%	1	8%	-14%	43%[activator]	Cc1ccc(-c2nnc(Nc3ccc(OCC(N)=O)cc3)c3ccccc23)cc1S(=O)(=O)NCC1CCCO1 (stereo unspecified)	-7%	-45%[59 µM]	-33%	18%
10%	0	/	-2%	28%	Clc1ccc2nc(CSc3nncn3-c3ccccc3)cn2c1	/	-47%	1%	0%
3%	-1	5%	-2%	20%	Cc1nc(CN2CCCCC2)cc(=O)[nH]1	6%	-5%	-13%	12%
1%	-2	0%	1%	49%[activator]	CNC(=O)COC(=O)c1cc(-c2ccc(OC)cc2)nc2ccccc12	-5%	2%	1%	-3%
2%	-8	3%	2%	13%	CC(C)(C)n1ncc2c(=O)n(CC(=O)N3CCCc4ccccc43)cnc21	2%	9%[59 µM]	3%	6%
-3%	-9	2%	1%	-1%	CC(C)c1ccc(NS(=O)(=O)c2ccc(Cl)nc2)cc1	i	-11%[59 µM]	-2%	-2%
-2%	-2	-12%	3%	23%[57 µM]	CC(C)NC(=O)c1ccc2c(c1)nc1n2CCCCC1	-2%	-20%[59 µM]	-2%	-2%
14%	-1	0%	-34%	12%	CCOC(=O)CNS(=O)(=O)c1cc(-c2nnc(Nc3ccc4c(c3)OCO4)c3ccccc23)ccc1C	-7%	12%[59 µM]	-17%	-4%
-11%	4	-11%	-14%	34%	Cc1ncc(CN2CCCC(C(=O)Nc3ccc(-n4ccnc4C)cc3)C2)cn1 (stereo unspecified)	-10%	20%	-7%	-12%
32%[activator]	-4	-1%	-22%	-5%	CC1=Nc2cc(C(=O)NC3CCCC3)ccc2Sc2ccc(C)cc21	i	-39%[59 µM]	-28%	-15%
2%	0	0%	0%	17%	CCOC(=O)c1c(N)n(-c2cccc(C)c2C)c2nc3ccccc3nc12	8%	2%[59 µM]	-12%	5%
-3%	-3	2%	45µM*	?	COc1cccc(C(=O)NC2CC3CCCC(C2)N3CC(=O)Nc2ccc(N(C)C)cc2)c1 (stereo unspecified)	-3%	29%[0.501 µM]	40µM*	19%
1%	-4	5%	-34%	8%	O=C(Nc1ccc(N2CCOCC2)cc1)C1=NN(c2ccccc2)C(=O)CC1	-1%	45µM*	-19%	10%
-4%	0	3%	?	-10%	CCCCOc1ccc(NC(=O)CCSc2nccn2C)cc1	-5%	11µM*	3.2µM*	14%
33%[activator]	-8	2%	-3%	48%[activator]	Cc1ccc2c(c1)c(=O)c(S(=O)(=O)c1ccc(C)c(C)c1)cn2CC(=O)Nc1ccccc1	i	-2%[59 µM]	4%	-2%
-4%	1	0%	-9%	46%	Cc1cccc(-c2nc(CSc3nncn4c3cc3sccc34)c(C)o2)c1	-6%	-7%[59 µM]	-10%	1%
-3%	3	8%	-22%	26%	O=C(NC1CC1)C1CCN(C2CCN(C(=O)Cc3ccc4c(c3)OCO4)CC2)CC1	i	/	-17%	1%
?	-1	6%	?	-34%	CC(=C\C(=O)O)/C(=C/c1ccc(C)o1)C(=O)O	?	32µM*	?	?
0%	-2	3%	-8%	38%[activator]	CCCSCCCNC(=O)c1cc2n(n1)CCCN(Cc1ccc(C)cc1)C2=O	-1%	50%[59 µM]	-11%	11%
-6%	5	/	/	44%[activator]	CC(=NNC(N)=O)C1=C(O)C(C(C)C)NC1=O (stereo unspecified)	2%	/	-35%	26%
?	0	-1%	5%	44%[activator]	CCOCC(=O)Nc1cccc(-c2nc3cccnc3s2)c1C	8%	4%	-8%	0%
?	-1	5%	/	74%[activator]	COC(=O)c1ccccc1NC(=O)Cn1nc(C(F)(F)F)c2c1CCC2	13%	28%[59 µM]	8%	-14%
?	2	2%	-24%	22%	CCC(=O)N1CCc2cc(S(=O)(=O)NCCC(=O)N3CCN(c4cccc(OC)c4)CC3)ccc21	3%	52%[activator]	-6%	31%[activator]

Results in Tb PGK inh and GLS inh (two entries from above):
molecule	Tb PGK inh	GLS inh
Cc1cccc(-c2nc(CSc3nncn4c3cc3sccc34)c(C)o2)c1	-6%	1%
O=C(NC1CC1)C1CCN(C2CCN(C(=O)Cc3ccc4c(c3)OCO4)CC2)CC1	i	1%
